Screening data deposited in PubChem by Fisher Drug Discovery Resource Center.
mcGAS MS inh: inhibitors of Mus musculus cyclic GMP-AMP synthase, initial high-throughput assay, cell-free, RapidFire MS | Q8C6L5 | recombinant mouse cGAS, cGAMP by RapidFire MS | inhibition, % at 12.5 µM | actives 0.18% (n = 130,000) | AID 1259397, 2018;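 active means inhibition of cGAS enzyme activity at or above 60%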;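 further: enzyme stimulated by 45 bp dsDNA with ATP and GTP substrates; cGAMP share of summed cGAMP plus half ATP and half GTP signals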
Target sequence (Q8C6L5 whole entry, looked up): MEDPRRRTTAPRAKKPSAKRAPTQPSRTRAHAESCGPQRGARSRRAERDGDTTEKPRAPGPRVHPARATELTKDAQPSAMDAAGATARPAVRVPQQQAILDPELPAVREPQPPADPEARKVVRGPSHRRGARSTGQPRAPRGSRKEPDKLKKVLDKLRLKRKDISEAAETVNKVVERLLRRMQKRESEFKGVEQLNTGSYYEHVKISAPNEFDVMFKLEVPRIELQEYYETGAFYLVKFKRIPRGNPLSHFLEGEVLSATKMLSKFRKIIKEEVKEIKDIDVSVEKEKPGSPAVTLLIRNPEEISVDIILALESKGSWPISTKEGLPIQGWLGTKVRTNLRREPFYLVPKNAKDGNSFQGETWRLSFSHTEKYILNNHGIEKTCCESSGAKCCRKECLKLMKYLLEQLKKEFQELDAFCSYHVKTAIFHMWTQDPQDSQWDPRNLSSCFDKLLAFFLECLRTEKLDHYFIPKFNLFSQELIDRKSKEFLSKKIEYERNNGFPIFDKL
The depositor's hits bear a star; & = joins results of further samples.

compound | mcGAS MS inh
Cc1nc(C2CCN(C(=O)CCc3ccc(C(C)C)cc3)CC2)n[nH]1 | -6
CN(C)CCOC(=O)NCC12CC3CC(CC(C3)C1)C2 | -7
CN=c1scc(C)n1/N=C(\C)c1cccc(F)c1 | -3
CNS(=O)(=O)c1ccc(S(=O)(=O)N(C)c2ccccc2C(=O)OC)cc1 | -15
O=C(NC[C@H]1C[C@H]2C=C[C@H]1C21CC1)c1coc(CN2CCN(Cc3ccccc3)CC2)n1 | -9
COc1ccc(Cc2nc3ccc(C(=O)N(C)Cc4nccs4)cc3o2)cc1OC | -19
CC(C)NC(=O)c1ccccc1NC(=S)NC(=O)/C=C/c1ccccc1Cl | -1
C=c1ccccc1=C1NNC(=Nc2ccc(F)c(F)c2F)O1 | 0
CC(C)NC(=O)c1cc(Br)c(Br)s1 | -4
CCc1ccccc1OCC(=O)Nc1ccc(Oc2ncccn2)cc1 | -6
Cc1ccc(Nc2nc(N)nc(CSc3ncc(C#N)c(N)n3)n2)cc1 | -5
Cc1cn2c3c(=O)n(Cc4ccc(Br)cc4)c(=O)n(C)c3nc2n1CCO | -8
CCc1nc(-c2nccn2Cc2nc(C)cc(C)n2)c(C)[nH]1 | -17
CCOC(=O)C1=C(C)N=C(SCC(=O)O)C(C#N)C1c1ccco1 (centres undefined) | 10
CCCCOC(=O)Nc1cc(C)c(Cl)cc1OC | -11
CCc1cc(N(C)CCCO)nc(N2CCCC2)n1 | -20
Cc1nn(-c2nc(C)c(C)c(=O)[nH]2)c(C)c1CCC(=O)Nc1ccc(C(N)=O)cc1 | -6
COc1cc(S(=O)(=O)N2CCN(C)CC2)ccc1Br | -2
N#CC(=NNc1ccccc1)c1nc2ccccc2s1 | -3
CC(=O)N1CCN(CC(=O)c2cc(C)n(-c3ccc(C)cc3)c2C)CC1 | -1
CN(Cc1ccccc1)C1CCN(Cc2ncccc2C(=O)O)CC1 | -8
COCc1nc(CN2CCN(C)c3ccccc3C2)cs1 | 5
O=C(CCSc1ccc2c(c1)OCCO2)NCCc1nccs1 | -19
CC(C)c1ccc(Nc2nnc(SCCO)s2)cc1 | -9
CCCCOc1ccc(C(=O)Nc2cc(-c3ccco3)nn2-c2nc(C)c(C)c(=O)[nH]2)cc1 | -5
CCOc1ccc(S(=O)(=O)N2CCN(Cc3nc(N)nc(N(C)C)n3)CC2)cc1 | -9
CCc1nc(CNC(=O)CCn2c(C)cc3ccccc32)cs1 | -17
CCc1nnc(NC(=O)c2cc(-c3ccccc3)nc3ccccc23)s1 | -7
COC(=O)CN(C)Cc1cn(-c2cccc(C)c2)nc1-c1cccc(F)c1 | -7
CN(C)S(=O)(=O)NCCn1nc(-c2ccccc2)n(C)c1=O | -8
COc1ccc(Br)cc1CCC(=O)N1CCC(O)CC1 | -12
COc1ccc(C(=O)n2cnc3ccccc32)cc1I | -9
CC(C)(Oc1ccc2c(c1)CCC2)C(=O)NC1C=CS(=O)(=O)C1 (centres undefined) | -8
O=C(Cn1cccc(C(F)(F)F)c1=O)NC1CCCc2nc(-c3ccccc3)sc21 (centres undefined) | 0
CS(=O)(=O)c1ccc(-c2nccc(C3CCCC3)n2)cc1 | -17
CC(C)CCn1c(=O)c2c(nc3n2CC(C)CN3c2ccc(F)cc2)n(C)c1=O (centres undefined) | -1
CC(CNC(=O)c1cc(Cl)c2c(c1)OCO2)N1CCN(C)CC1 (centres undefined) | -12
CCN(CC)Cc1ccccc1CNC(=O)c1n[nH]c(=O)c2ccccc12 | -8
Cc1nc(-n2nc(C3CC3)cc2NC(=O)c2cccs2)[nH]c(=O)c1C | -1
Cc1cccc(C(=O)N2C[C@@H](C(=O)O)C[C@@H](C(=O)Nc3ccc(F)cc3)C2)c1 | -38
COc1ccc(CC(=O)NCC2CCCN(C(=O)c3cn4c(C)cccc4n3)C2)cc1 (centres undefined) | -11
COc1ccc(CCC(=O)N2CCCC(CCC(=O)NC3CC3)C2)cc1 (centres undefined) | -5
Cc1ccc(C)c(S(=O)(=O)N2CCN(C(=O)c3ccoc3C)CC2)c1 | -2
c1ccc(C2CN3CCSC3=N2)cc1 (centres undefined) | -6&-3&-3
C=CCNc1nc(C(=O)OCC(=O)c2[nH]c(C)c(C(C)=O)c2C)cs1 | -5
CCCCC1C=CCN1Cc1ccc(CO)o1 (centres undefined) | 3
CCS(=O)(=O)c1ccc(Cl)c(C(=O)N(C)CC2CCCC2)c1 | -9
COc1ccc(CN(Cc2ccncc2)Cc2ccc(F)cc2)cn1 | -21
CCOCC(=O)NC(C)(C)C(=O)Nc1ccccc1 | -8
Cc1cc(S(=O)(=O)NCc2ccco2)c(C)cc1Br | 12

(list continues)
compound | mcGAS MS inh
CCCc1cnc(C)nc1N1CCC2(CCC(=O)N(C)CC2)CC1 | -14
COc1ccc(OC)c(S(=O)(=O)N2CCCC2)c1 | -4
CC(CNS(=O)(=O)c1ccc(F)c(F)c1)N1CCN(c2ccccc2)CC1 (centres undefined) | 3
Cc1ccc2c(c1)C(Cc1nc3ccccc3c(=O)n1-c1ccccc1)C(=O)N2C (centres undefined) | -9
COc1cc2c(cc1OC)CN(C1CCCN(Cc3csc(C(C)=O)c3)C1)CC2 (centres undefined) | -6&-1
CC(C)NS(=O)(=O)c1ccc(OCCNS(C)(=O)=O)cc1 | 8
O=C(CCCn1nnnc1CN1CCOCC1)N1CCC(c2ccc(F)cc2)C1 (centres undefined) | 0
COc1c(C)cc(C(=O)C2CCCN(C(=O)c3ccncc3)C2)cc1C (centres undefined) | 7
Cc1ccc[n+](-c2nc3ccccc3nc2C(C#N)C#N)c1 | -1
Cc1c(C(=O)NCc2ccc(C#N)cc2)sc(=O)n1Cc1ccccc1F | -9

The last 3 entries of the section before come first, to join the parts:
compound | mcGAS MS inh
COc1c(C)cc(C(=O)C2CCCN(C(=O)c3ccncc3)C2)cc1C (centres undefined) | 7
Cc1ccc[n+](-c2nc3ccccc3nc2C(C#N)C#N)c1 | -1
Cc1c(C(=O)NCc2ccc(C#N)cc2)sc(=O)n1Cc1ccccc1F | -9
O=C1NCC2(CCCN(C(=O)c3cc(-c4ccccc4)on3)CC2)O1 (centres undefined) | -26
Cc1nn2c(ncc3c(=O)n(-c4ccc5c(c4)OCCO5)ccc32)c1-c1ccccc1 | -5
NC(=O)c1cc(=NCC2CCCO2)ccn1C(=O)c1ccc(-n2cccc2)cc1 (centres undefined) | 8
Cc1csc(SCC(=O)NC2CCCc3c2cnn3-c2ccc(F)cc2F)n1 (centres undefined) | 0
O=C(c1ccc(-c2cccc3ccnn23)nc1)N1CCCCC1CCn1cccn1 (centres undefined) | 1
Cc1cccnc1NC(=O)c1ccc2c(c1)S(=O)(=O)N(C(C)C)C2=O | 4
COc1ccc(CC(=O)Nc2cc(-c3cccs3)nn2-c2nc(C)c(C)c(=O)[nH]2)cc1 | -4
Cc1ccc(-n2c(C)cn3c4c(=O)n(CCN5CCOCC5)c(=O)n(C)c4nc23)c(C)c1 | -1
CN(Cc1ccc(O)cc1)C(=O)c1cccc(OC(F)F)c1 | -4
Cc1noc(CNC2(c3cccc(Br)c3)CCOCC2)n1 | 4
CC1(C)C(c2ccc(Br)cc2)=[N+]([O-])C2(CCCCC2=O)N1O (centres undefined) | 7
COc1ccc2c3c([nH]c2c1)[C@H]1C[C@H]2[C@H](C[C@@H](O)[C@H](OC)[C@H]2C(=O)O)CN1CC3 | -5
O=C1Nc2ccccc2Oc2ccc(NS(=O)(=O)c3cccs3)cc21 | -17
CCCCN1CNc2c(C(=O)OCC)sc3nc(SC)nc1c23 | -12
CC1(C(=O)Nc2ccc(Cl)c(Cl)c2)CCN1C(=O)C1CCCCC1 (centres undefined) | -5
Cc1nn(Cc2cccc(Cl)c2)cc1C(=O)NC1(C#N)CC1 | -14&-6
CCOc1ncccc1CN1CCCC(C(=O)NCCc2ccccn2)C1 (centres undefined) | -9
CC(=O)Nc1c(C)nc2c(C)cccn2c1=O | -17
O=C(CN1CCOCC1)NCc1ccc(-c2ccc(Cl)cc2)o1 | -11
Cc1nc2scc(C)n2c1CNCCc1ccsc1 | -2

(list continues)
Structure	mcGAS MS inh
O=S(=O)(NCc1cn2ccsc2n1)c1ccc(Cl)cc1	-11
CCOc1ccc(CN(C)CC(O)COCC2CCCO2)cc1 (centres undefined)	0
Cc1c(C(=O)NCc2ccc([N+](=O)[O-])cc2)sc(=O)n1Cc1ccc(F)cc1	7
CCOC(=O)c1nn(C)c(C)c1Cl	-40
O=C(CN1CC(O)C(N2CCCC2)C1)N(CCc1ccccc1)Cc1cccs1 (centres undefined)	-4
COc1ccc(Cc2nc3ccc(C(=O)N4CCN(C5CCCC5)CC4)cc3o2)cc1	4
Cc1nnc(-c2ccccc2-c2ccc(O)cc2)s1	-16
Cc1cccc(NC(=O)CNCC2(c3ccccc3)CCOCC2)c1C	-20
CCCn1cc(NC(=O)c2cc3ccccc3cc2O)ccc1=O	3
Fc1cc(F)c2c(c1)CCCN2Cc1nc(-c2ccco2)no1	-4
O=C1OC(/C=C/c2cccc(Cl)c2Cl)=NC/1=C\c1ccco1	-11
COc1ccccc1NC(=O)Cn1nc(-c2cccs2)oc1=O	8
O=C(c1cn[nH]n1)N1CCN(C(=O)N(c2ccccc2)c2ccccc2)CC1	-10
OCC#Cc1csc(CN2CCN(c3nccc4ccccc34)CC2)c1	-7
Cc1nn(Cc2ccc(F)cc2)c(=O)c2c1cnn2-c1cccc(Cl)c1	-7
COC(=O)CC(NC(=O)Nc1ccc(F)cc1)C(=O)OC (centres undefined)	-25
O=C([C@H]1C[C@@H]2C=C[C@H]1C2)N1CCC(CO)(CCc2ccccc2)CC1	-7
O=C(COc1ccc(Cl)cc1)NCC(c1ccco1)N1CCc2ccccc21 (centres undefined)	-9
CC(C)c1nnc2sc(C3CCCN(C4CCCC4)C3)nn12 (centres undefined)	-2
Cc1nc2ccccc2nc1NCCSCCCO	-16

Another view of some results above:
COC(=O)CN(C)Cc1cn(-c2cccc(C)c2)nc1-c1cccc(F)c1
  mcGAS MS inh: -7

CN(C)S(=O)(=O)NCCn1nc(-c2ccccc2)n(C)c1=O
  mcGAS MS inh: -8

COc1ccc(Br)cc1CCC(=O)N1CCC(O)CC1
  mcGAS MS inh: -12

(further entries)
Structure	mcGAS MS inh
O=C(Cc1c(F)cccc1Cl)Nc1nc2c(s1)CCCC2	-5
Cc1nn(C)c2nc(C(C)C)cc(C(=O)N3CCC4(CCOCC4)C3)c12	0
COc1ccc(NC(=O)C2(N3Cc4ccc(Nc5ccncc5)nc4C3=O)CC2)cc1	11
CC1=C(C(=O)N2CCCC(N3CCN(c4cccc(C(F)(F)F)c4)CC3)C2)OCCO1 (centres undefined)	-4
Oc1c(Br)cc(C=NNc2ccccn2)cc1Br	74*
c1ccc(C2CCCN2Cc2cnc(N3CCCC3)nc2)nc1 (centres undefined)	-3
Cc1ccc(C(C)NC(=O)CSc2nnc(SCC(N)=O)s2)cc1C (centres undefined)	-2
CC(C)(C)C(=O)CN1C(=O)NC(C)(c2ccc(Cl)cc2)C1=O (centres undefined)	-4
CNS(=O)(=O)c1cc(OCC(N)=O)c(C)cc1Cl	0
Cc1cc(N2CCCC(c3nn(C)c(=O)n3-c3ccccc3)C2)nc(N)n1 (centres undefined)	-17
CCCC(C)c1nnc(NC(=O)c2ccccc2-n2cncn2)s1 (centres undefined)	-22
O=C(CN1C(=O)c2ccccc2C1=O)N1CCN(c2ccccn2)CC1	-6
CC(C)N1CCCC(C)(C(=O)Nc2nccc3cccnc23)C1 (centres undefined)	-6
O=C(OCC(=O)N1CCc2ccccc2C1)c1ccc2c(c1)OCCO2	-11
Cc1cc(C)c(NC(=O)CN(C)C(=O)C2CCN(Cc3nccn3C)CC2)c(C)c1	-11
CC1(C)ON=C(c2ccco2)N(Cc2ccc(S(C)(=O)=O)cc2)C1=O	-1
CSc1nc2n(n1)C(c1ccccc1)C(C#N)C(N)=N2 (centres undefined)	-1
COc1cccc(CC2CN(Cc3nc[nH]c3C)CCO2)c1 (centres undefined)	-8
Cc1nnc(-c2ccccc2NC(=O)C2(N)CC2)o1	-16
CCCC(Nc1nc(-c2cccnc2)nc2c1cnn2C)c1cccs1 (centres undefined)	-31
CC(C)CC(NC(=O)c1cccs1)C(=O)N1CCc2c(nc[nH]c2=O)C1 (centres undefined)	-31
N#CCCNC12CC3CC(CC(C3)C1)C2	-1
CN(C)c1noc(C2CC2c2cccnc2)n1 (centres undefined)	-16
CCCCN(C)c1ncnc2c1sc1nc(C)c3c(c12)CC(C)(C)OC3	3
CC(c1cc2ccccc2o1)N(C)CCC(=O)NC(=O)NC1CCCC1 (centres undefined)	-19
COc1ccc(OC)c(C2CCCN2CC(=O)NC(C)c2ccc(C)c(C)c2)c1 (centres undefined)	4
Cn1c(N)c(C(=O)CN(Cc2ccc(F)cc2)C2CCCCC2)c(=O)n(C)c1=O	-2
COC(=O)c1cc2cc(Br)cc(Br)c2oc1=O	-9
COCCn1cc(NC(=O)Nc2cc(F)ccc2F)c2ccccc21	-9
CC(C)CCN1C=NS(=O)(=O)c2ccccc21	-4
Cc1ccccc1C1(O)CCN(C(=O)CC(C)c2ccc(F)cc2)CC1 (centres undefined)	-10
O=C(CN1CCN(S(=O)(=O)c2ccc(Cl)c(Cl)c2)CC1)NC1CCCCCC1	-4
CN(Cc1cccc(Cl)c1)C(=O)c1ccc2c(c1)S(=O)(=O)N=C1CCCCCN12	-11
COc1cc(CNC(=O)Nc2cccc(Cl)c2F)ccn1	-12
CN1CCC2(CCC1=O)CCN(C(=O)CCc1cc(=O)[nH]o1)CC2	19
Cc1occc1CNc1ccc(S(N)(=O)=O)cc1C(F)(F)F	-5
CCc1nnc(SCc2cc(=O)n3ccccc3n2)c2cc3sccc3n12	-5

The list is partial; rates above refer to the full screens.
